High-throughput results as filed in PubChem BioAssay.
CaV13 ICDI inh – Primary screen for inhibitors of IQ motif and Ca2+-dependent inactivation inhibitor domain binding in CACNA1D, Förster resonance energy transfer in living cells, … | HEK cells, CFP/YFP FRET ICDI-IQ, plate reader, 10 min; percent FRET-ratio fall versus neutral wells | inhibition, % at 12.3 µM | 0.098% of 340,000 active | AID 743397;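 active = mean replicate inhibition of at least 30% and at least 1% of replicates passing that level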;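 also: 0% = median of the neutral control wells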
N-glyco inh – increase of ERlucT glycosylation luciferase signal, primary screen, N-linked glycosylation inhibitor project, D54 ERlucT cells, luminescence, set 2; D54 ERlucT glycosylation luciferase reporter, 24 h; percent of 100 nM tunicamycin response; reporter increase, % at 12.5 µM; 0.23% of 360,000 active;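 active = mean luciferase reporter signal, scaled so untreated is 0 and the glycosylation-blocking control 100, at or above a set limit in every replicate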;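 also: luciferase carries N-glycosylation sites so blocking glycosylation raises the light; 0% = median of neutral control wells and 100% = median of 100 nM tunicamycin wells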
aDG glyco up – activators of alpha-DG glycosylation, primary screen, uHTS, Pro5-aDG cells, AlphaScreen | alpha-DG glycosylation AlphaScreen (IIH6); 0% Pro5, 100% B10-LARGE cell signal | activation, % at 10 µM | 0.22% of 360,000 active | AID 624168, 2012;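 active = activation of at least 8% versus controls, or a plate z-score of at least 8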;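 also: Pro5 are CHO cells carrying HIG-tagged alpha-DG that lacks glycosylation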
ABCB6 inh 2 – ABCB6 transporter inhibitors, primary screen, K562-ABCB6 cells, flow cytometry, MLPCN library; ATP-binding cassette sub-family B member 6 (Homo sapiens), Q9NP58; K562-ABCB6 porphyrin accumulation, 1 h; active compounds read low; fluorescence ratio to DMSO, % at 10 µM; 0.19% of 360,000 active; AID 602162, 2011;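 active = fluorescence ratio to DMSO below 75%, the collection mean minus 3 SD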;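 also: signal is porphyrin accumulated inside mitochondria; 100% equals median channel fluorescence of DMSO control wells; lower ratio means ABCB6 inhibition with less porphyrin fluorescence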
H9c2 protect – cardioprotection against H2O2-induced cell death, primary screen, uHTS, H9c2 cells, ATPLite luminescence; H9c2 cardiomyocytes, H2O2 injury protection, 2 h; protection from H2O2 cell death, % at 20 µM; 0.63% of 360,000 active; AID 588492, 2011;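 active = compounds giving at least 50% protection of heart cells from peroxide-induced death in the single-dose screen, raw or plate-pattern-corrected value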;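 also: 0% = DMSO wells with peroxide and 100% = DMSO wells without peroxide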
PDI turbidity – inhibitors of human PDI, primary screen, biochemical, turbidity, single point, plate reader; inhibition, % at 10 µM; Protein disulfide-isomerase (Homo sapiens), P07237; PDI insulin aggregation turbidity, A650, 90 min; 0.052% of 350,000 active;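 active = mean inhibition across replicates of 30% or more, whatever share of single replicates reach that level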;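 also: absorbance from insulin aggregation driven by PDI reduction with DTT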
Target sequence (P07237 whole entry, looked up): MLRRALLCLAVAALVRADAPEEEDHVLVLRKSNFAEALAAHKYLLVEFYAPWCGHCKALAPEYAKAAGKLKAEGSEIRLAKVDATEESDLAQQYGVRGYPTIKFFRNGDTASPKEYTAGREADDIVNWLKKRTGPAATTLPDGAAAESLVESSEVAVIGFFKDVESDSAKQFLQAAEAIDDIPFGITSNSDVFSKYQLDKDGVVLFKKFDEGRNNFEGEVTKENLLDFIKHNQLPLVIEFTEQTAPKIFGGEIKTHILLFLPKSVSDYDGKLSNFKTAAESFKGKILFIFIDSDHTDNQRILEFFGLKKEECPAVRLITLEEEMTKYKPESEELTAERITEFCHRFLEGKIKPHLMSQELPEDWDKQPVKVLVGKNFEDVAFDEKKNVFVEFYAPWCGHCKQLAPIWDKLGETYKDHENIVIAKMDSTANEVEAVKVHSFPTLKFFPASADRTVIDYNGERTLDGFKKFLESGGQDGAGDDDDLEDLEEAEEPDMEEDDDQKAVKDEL
m5-HT2A agonist – mouse Htr2a agonists via beta-arrestin recruitment, primary screen, cell-based, luminescence. activation, % at 7.6 µM. 5-hydroxytryptamine receptor 2A (Mus musculus), P35363. 0.66% of 360,000 active. CHO-K1 mHTR2A beta-arrestin complementation; percent of 30 µM serotonin response. AID 624169, 2012;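 active = activation above a run cutoff, the mean activation of all tested compounds plus 3 SD, cut at about 14% in these data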;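 also: 0% = plate median of compound wells and 100% = 30 µM serotonin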
Target sequence (P35363 whole entry, looked up): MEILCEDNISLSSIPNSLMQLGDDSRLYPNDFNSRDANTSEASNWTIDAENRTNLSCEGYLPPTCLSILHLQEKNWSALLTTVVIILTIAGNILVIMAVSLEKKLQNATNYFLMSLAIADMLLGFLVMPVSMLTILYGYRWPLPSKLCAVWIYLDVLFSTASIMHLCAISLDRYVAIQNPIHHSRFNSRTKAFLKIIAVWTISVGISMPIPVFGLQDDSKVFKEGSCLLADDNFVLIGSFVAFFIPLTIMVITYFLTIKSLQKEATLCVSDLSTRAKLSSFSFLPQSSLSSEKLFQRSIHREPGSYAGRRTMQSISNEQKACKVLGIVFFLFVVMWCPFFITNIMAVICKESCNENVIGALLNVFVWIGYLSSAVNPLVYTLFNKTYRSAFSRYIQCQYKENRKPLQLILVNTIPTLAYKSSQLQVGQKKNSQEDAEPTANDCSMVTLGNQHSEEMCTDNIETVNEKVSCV
hiPSC survival – enhancers of single-cell hiPSC survival, primary screen, ATPlite luminescence; AID 602274, 2012; 100% = ROCK inhibitor wells, 0% = DMSO; survival enhancement, % at 20 µM; 0.044% of 360,000 active; in the data active = survival enhancement above about 18%;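 also: cells exposed to compounds for 16 hours before the ATP read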
Exocytosis inh – LAMP-1 surface exposure blockers, TALL-104 cells – cell-based, flow cytometry, MLPCN library, primary screen; TALL-104 LAMP-1 surface exposure; cells stimulated with thapsigargin and PMA; inhibition, % at 10 µM; 0.66% of 360,000 active;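 active = inhibition above about 55%, limit read from the data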
Vif imaging – HIV Vif self-association inhibitors, primary screen, imaging, HEK293T, single point. 0.35% of 340,000 active. AID 602346, 2012. HEK293T cells, Vif self-association by quenched fluorescence, 24 h. inhibition, % at 7.49 µM; in the data active = inhibition above about 50%, passing the limit was not always enough; also: some results filed as inactive read as strong as hits
Starred values were filed as active, the others as inactive; nt = not tested or not shown. Hits appear at their usual frequency, and some 3.1% of all compounds hit somewhere here.

Order of results – CaV13 ICDI inh	N-glyco inh	aDG glyco up	ABCB6 inh 2	H9c2 protect	PDI turbidity	m5-HT2A agonist	hiPSC survival	Exocytosis inh	Vif imaging
[1] CC1CCc2nn(CC(=O)Nc3c(F)cc(F)cc3Br)cc2C1 (centres undefined)
  -3	1	0.1	100	-8	nt	2	1.2	-5	13
[2] COc1cc(CNn2nnnc2N)cc(Br)c1OCC(=O)NC(C)(C)C
  -5	0	-0.1	97	-2	9	7	0.6	0	6
[3] OC1O[C@H](c2ccc3c(c2)OCO3)[C@H]2CO[C@H](c3ccc4c(c3)OCO4)[C@@H]12 (some centres undefined)
  -9	1	0.0	100	3	-2	-5	-0.8	-4	-2
[4] COc1cc(C(=O)O)cc(Br)c1OC1CCCC1
  nt	0	0.7	98	0	-9	-4	-0.3	1	nt
[5] Cc1cccc(C)c1NC(=O)c1cc(S(=O)(=O)N2CCc3ccccc32)cn1C
  -10	-1	0.2	95	-10	nt	21*	-2.1	-11	nt
[6] Cc1ccc(NC(=O)CSC2=NN3CCCC(=O)N=C3S2)cc1Cl
  -3	1	0.6	93	-18	-7	0	-0.6	-9	-2
[7] Cc1nc2ccccc2nc1N/N=C/c1ccc(O)cc1O
  -14	-8	0.4	105	34	-3	1	-0.1	-3	-4
[8] COCCN1C=C(C(=O)OC)C(c2ccccc2C(F)(F)F)C(C(=O)OC)=C1
  nt	2	0.1	92	7	-6	0	3.2	1	10
[9] O=C(Nc1ccccc1C(=O)N1CCN(c2cccc(Cl)c2)CC1)C1=CSCCO1
  -4	-1	0.4	97	-7	-2	2	-0.5	-1	3
[10] O=C(C[C@@H]1C/C=C\CCC(=O)OC[C@@H]2CCCN2C1=O)NCCO
  -3	1	-0.6	97	-1	14	4	0.0	54	-3
[11] Clc1ccc(-c2nc(-c3cc4cc(Cl)ccc4o3)cs2)cc1
  -11	0	0.0	99	1	-1	4	-0.1	-1	-9
[12] Cc1ccc2c(CC(=O)OCC(=O)N(CC(C)C)c3c(N)n(Cc4ccccc4)c(=O)[nH]c3=O)coc2c1
  -2	3	0.2	99	6	5	4	1.3	41	0
[13] Cc1ccc(NS(=O)(=O)c2cccs2)cc1S(=O)(=O)N1CCCCCC1
  -4	-1	-0.1	88	-1	-2	-2	-0.9	0	-2
[14] Cc1cccc(OCc2nc(C#N)c(N3CCCC3)o2)c1
  -15	2	0.2	102	-3	-6	-1	0.1	-3	13
[15] Cc1cc(C(=O)O)ccc1-c1ccc(/C=C2\NC(=O)N(Cc3ccc(F)cc3)C2=O)o1
  -2	0	0.2	101	-1	1	-3	-0.1	8	3
[16] COc1cc(-n2c(=O)c3ccccc3n(CC(=O)OCc3ccccc3)c2=O)cc(OC)c1OC
  -16	1	-0.1	93	4	19	-5	-0.6	-4	-4
[17] CCc1ccc(/C=C2\SC(=S)N(CCCC(=O)Nc3nccs3)C2=O)cc1
  -3	-7	-0.3	98	8	-13	3	-1.6	4	8
[18] COc1ccc(S(=O)(=O)N2CCN(c3ncnc4c(-c5ccccc5)nsc34)CC2)cc1
  -4	1	0.0	93	-1	-4	5	-0.5	-2	nt
[19] CCn1c(SCC(=O)Nc2ccc3c(c2)OCCO3)nnc1-c1c[nH]c2ccccc12
  -6	-2	0.2	99	-4	nt	1	-2.9	-10	nt
[20] Cc1ccc([C@@H]2CC(=O)[C@@H]3CN(S(=O)(=O)c4ccc(C)cc4)[C@H](c4ccccc4)C[C@@H]3N2S(=O)(=O)c2ccc(C)cc2)cc1
  -3	-2	-0.2	98	4	nt	-10	-1.9	-1	nt
[21] Cn1c(=O)c(=O)n(C)c2cc(S(=O)(=O)N3CCN(C4CCCCC4)CC3)ccc21
  -6	0	-0.1	96	7	-2	3	-0.6	0	8
[22] O=C(COC(=O)c1cccc(F)c1)Nc1cccc(S(=O)(=O)N2CCOCC2)c1
  -6	2	0.0	100	-1	0	-7	5.3	-10	-1
[23] COC(=O)C(CCSC)NC(=O)C(NC(=O)C1CCC(C)CC1)C(C)C (centres undefined)
  nt	1	0.1	95	4	0	1	0.0	0	13
[24] CC(=O)c1cc(C(=O)NC2CCCc3c2cnn3-c2cc(C)cc(C)c2)[nH]n1 (centres undefined)
  nt	3	-0.1	92	-7	9	9	0.0	1	-12
[25] CC1=C(C#N)C(c2ccc3ncccc3c2)C(C#N)=C(C)N1
  -8	0	0.0	96	6	8	0	0.6	0	-3
[26] O=C(OCC(=O)N1CCCc2ccccc21)C1CCN(S(=O)(=O)c2cccs2)CC1
  -5	1	1.3	97	-15	4	6	-1.1	-4	38
[27] COc1ccc(CC2(CO)CCN(S(=O)(=O)N(C)C)CC2)cc1
  -5	3	-0.4	103	14	2	1	-1.2	-1	nt
[28] COc1ccc(-c2nnn(-c3ccc(Cl)cc3Cl)c2N)cc1
  -5	-2	0.0	105	-2	2	3	0.8	0	-7
[29] Brc1ccc(COc2cccc3cccnc23)cc1
  -5	-1	-0.1	95	3	-1	-9	-1.0	-1	21
[30] C=Cn1cc[n+](CC(=O)c2ccc(Cl)cc2)c1
  -6	3	-0.3	96	-3	-1	7	-0.3	-3	12
[31] CC1(C(=O)NS(=O)(=O)Cc2ccccc2)CCN1C(=O)c1ccc(C2CCCCC2)cc1 (centres undefined)
  -4	0	-0.3	100	1	-9	2	-1.0	-1	14
[32] CCOC(=O)c1cc(-c2ccccc2)sc1NC(=O)C(C)OC(=O)c1cccnc1OCC (centres undefined)
  -5	-4	-0.1	105	-1	-12	1	0.3	-2	1
[33] c1ccc2nc3c(ccc4ccccc43)cc2c1
  -6	-3	0.6	95	-15	-1	2	-0.6	17	-12
[34] O=C1CCC(C(=O)OCc2ccccc2)N1 (centres undefined)
  -7	1	0.1	98	3	2	-2	0.7	-2	21
[35] Cc1ccc(C(NC(=O)/C=C\c2ccc3c(c2)OCO3)C(=O)Nc2ccc3c(c2)OCO3)cc1 (centres undefined)
  -5	-1	-0.1	98	-7	-10	-5	-0.7	3	-11
[36] CCC(C)n1cnc2c(c1=O)c1nc3ccccc3nc1n2Cc1ccccc1OC (centres undefined)
  -6	-1	-0.5	99	8	-2	-4	3.0	-1	-7
[37] COC(=O)C1CCN(S(=O)(=O)c2ccc(Br)s2)CC1
  -5	0	-0.1	90	-5	-4	-4	0.1	4	-7
[38] COc1ccc(C(=O)NCc2ccco2)cc1S(=O)(=O)NC1CC1
  -5	1	0.1	97	-4	-3	-4	0.0	3	-4
[39] Cc1ccc(NC(=O)Cn2ccc(=O)[nH]c2=O)cc1
  -4	-2	0.0	97	-3	-8	3	-0.3	-6	8
[40] COc1cccc(Cl)c1NC(=O)N1CCN(c2cc(C)nc3ccccc23)CC1
  -3	3	0.0	101	6	5	-9	-0.1	13	-11
[41] CC(C)CCn1nnnc1CN1CCN(c2ccccc2)CC1
  -4	0	-0.2	98	5	-2	0	-0.8	-6	17
[42] CC(C)N1CC(C(=O)Nc2ccc(Cl)c(Cl)c2)CC1=O (centres undefined)
  -6	2	-0.1	99	10	-1	2	-0.1	-4	1
[43] COc1ccc(CN2C(=O)C(CC(=O)NC(c3ccccc3)c3ccccc3)CC(C(=O)N(C(C)C)C(C)C)=C2C)cc1 (centres undefined)
  -5	-3	0.0	100	-4	15	-2	-0.5	0	1
[44] CCOC(=O)C1=C(CN2CCc3ccccc32)NC(=O)NC1c1ccc(Cl)cc1 (centres undefined)
  -8	-4	0.0	106	-10	4	2	0.3	0	-3
[45] Cn1cc(S(=O)(=O)Nc2cccc(F)c2)c(=O)n(C)c1=O
  -3	2	-0.1	99	-1	nt	1	2.8	2	-5
[46] Cc1[nH]c(=O)[nH]c(=O)c1S(=O)(=O)N1CCCC(C(=O)N2CCC(Cc3ccccc3)CC2)C1 (centres undefined)
  -6	1	0.2	97	7	nt	19*	2.3	-2	nt
[47] COc1ccc(S(=O)(=O)Nc2cc3c4c(c2)CC(=O)N4CCC3)cc1C
  -9	1	0.0	94	-8	-4	-2	1.0	-1	-3
[48] COc1cc(C(O)c2nc(-c3cccc(C(=O)O)c3)cs2)ccc1F (centres undefined)
  -5	2	-0.1	96	3	-5	0	1.7	1	8
[49] C#CCOCCOCCOCCNc1nc(N2CCN(C(=O)[C@H](CCCCN)n3cc([C@@H](N)C(C)CC)nn3)CC2)nc(N2CCN(C(=O)[C@H](Cc3cc4ccccc4[nH]3)n3cc([C@@H](N)C(C)CC)nn3)CC2)n1 (some centres undefined)
  nt	0	-0.2	100	-2	11	1	0.3	3	-10
[50] CCN(CC)CCOC(=O)C1(c2ccc(OC)c(OC)c2)CCCC1
  -8	-2	-0.2	101	-2	-6	-8	-0.3	-2	5

Continued:
Order of results – CaV13 ICDI inh	N-glyco inh	aDG glyco up	ABCB6 inh 2	H9c2 protect	PDI turbidity	m5-HT2A agonist	hiPSC survival	Exocytosis inh	Vif imaging
[51] CC(Sc1nnc2ccccn12)C(=O)Nc1ccc2c(c1)OCCO2 (centres undefined)
  -2	1	-0.2	96	0	2	8	0.2	-4	6
[52] CCOC(=O)Cc1csc(SCC(=O)NC2CCC(C)CC2)n1 (centres undefined)
  -6	0	-0.1	85	0	2	7	0.7	6	22
[53] Cc1ccc(NC(=O)CSCC(=O)Nc2cc(Cl)ccc2N2CCN(C)CC2)cc1
  -6	-5	0.4	102	4	-2	-17	-0.5	14	0
[54] O=C(COC(=O)/C=C/c1ccc(Cl)c(Cl)c1)NC1CCCC1
  -3	4	-0.1	99	4	-5	-1	-0.4	2	-11
[55] CC(=O)NC(c1cccc(F)c1)c1nc(-c2cccc(C(F)(F)F)c2)cs1 (centres undefined)
  -3	-2	0.0	105	-5	3	4	0.3	-7	nt
[56] N#Cc1ccc(CN2CCN(C(=O)CNC(=O)Cc3ccccc3)CC2)cc1
  -6	2	-0.2	100	-3	1	0	-0.1	2	3
[57] C[C@@H]1O[C@@H](O[C@H]2[C@H](O)[C@@H](O)[C@H](Oc3c(-c4ccc(O)cc4)oc4cc(O)cc(O)c4c3=O)O[C@@H]2CO)[C@H](O)[C@H](O)[C@H]1O
  -5	-1	0.1	80	7	55*	-2	-0.4	7	0
[58] Cc1ccc(Cl)c(OCC(=O)OCC(=O)c2ccc[nH]2)c1
  -3	1	-0.2	99	-7	-7	3	0.5	-8	22
[59] Cc1cc(=O)oc2cc(OCC(O)CN3CCc4ccccc4C3)ccc12 (centres undefined)
  -6	0	0.0	106	11	-3	5	-0.7	1	-19
[60] CCc1ccc(N(CC(=O)NCc2cccnc2)S(=O)(=O)c2ccccc2)cc1
  -7	-3	0.2	95	-4	1	6	-0.2	0	-7
[61] CCC(C)c1ccccc1NC(=O)c1cc(C)no1 (centres undefined)
  -3	0	0.2	95	0	0	0	-0.8	-3	4
[62] O=C(NCCCC(=O)N1CCOCC1)c1cccnc1
  nt	2	0.0	105	1	2	3	4.4	0	-2
